Assay outcomes (PubChem)
ABHD5 PLIN5 PPI: inhibitors of human ABHD5-perilipin-5 interaction; hit rate 0.78% among 360,000; Q00G26+Q8WTS1; inhibition, % at 4 µM; Split G. princeps luciferase complementation, luminescence, 4 h;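 active means inhibition above the mean inhibition across every tested compound plus 3 SD, cut at about 22% in these data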;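 further: 0% = DMSO only wells and the 100% control is not disclosed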
TROY NFkB inh: TROY signaling inhibition; Q293 LMP1-TROYcd NF-kB luciferase reporter, 4 h; inhibition, % at 10 µM; hit rate 0.98% among 360,000; AID 1347056;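 active means compounds whose plate-normalised and pattern-corrected inhibition of the luciferase reporter signal at the single screening dose is 50% or more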
NOD2 RIPK2 PPI: inhibitors of human NOD2-RIPK2 interaction; hit rate 0.38% among 360,000; inhibition, % at 4.98 µM; AID 624267; CHO BLA complementation NOD2-RIPK2, CCF4 ratio; in the data active means inhibition above about 21%;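 further: 0% = vehicle only and 100% = reference blocker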
NR2F2 inh: NR2F2 (human) inhibition, primary screen; P24468; HEK293T NGFI-A luciferase reporter, luminescence; inhibition, % at 8.6 µM; hit rate 0.7% among 370,000; AID 686940;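 active means inhibition above a per-plate cutoff, mean inhibition of test wells between control levels plus 3 SD, cut at about 38% in these data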;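 further: cells cotransfected with COUP-TFII expression vector driving the NGFI-A reporter; 0% = median of COUP-TF2 test wells and 100% = reporter-only cells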
LRH-1 inv ag: inverse agonists of human LRH-1 (NR5A2). hit rate 0.13% among 360,000. inhibition, % at 3.6 µM. O00482. HEK293T StAR-luciferase reporter, LRH-1 transfected, 24 h;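 active means inhibition above the mean inhibition of all tested compounds plus 3 SD, cut at about 73% in these data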;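 further: 0% = DMSO wells and 100% = reporter-only cells lacking LRH-1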
TLR9-MyD88 inh: TLR9-MyD88 interaction inhibition | CHO BLA complementation TLR9-MyD88, CCF4 FRET ratio | inhibition, % at 4.98 µM | hit rate 0.21% among 340,000 | Q9NR96+Q99836;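 active means inhibition above the mean over all tested compounds plus 3 SD, cut at about 21% in these data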;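 further: 0% = DMSO only wells and 100% = clavulanate BLA inhibitor control wells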
NCOA2 inhibitor: human SRC2 (NCOA2) inhibition. HEK293 GAL4-SRC2 luciferase reporter, luminescence. AID 651957. inhibition, % at 9 µM. hit rate 0.17% among 370,000;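 active means inhibition above the mean inhibition of all tested compounds plus 3 SD, set per campaign, cut at about 52% in these data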;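 further: 0% = DMSO treated cells and 100% = cells given Gossypol at 36 µM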
Target sequence (Q15596 whole entry, looked up, the tested form may be a part): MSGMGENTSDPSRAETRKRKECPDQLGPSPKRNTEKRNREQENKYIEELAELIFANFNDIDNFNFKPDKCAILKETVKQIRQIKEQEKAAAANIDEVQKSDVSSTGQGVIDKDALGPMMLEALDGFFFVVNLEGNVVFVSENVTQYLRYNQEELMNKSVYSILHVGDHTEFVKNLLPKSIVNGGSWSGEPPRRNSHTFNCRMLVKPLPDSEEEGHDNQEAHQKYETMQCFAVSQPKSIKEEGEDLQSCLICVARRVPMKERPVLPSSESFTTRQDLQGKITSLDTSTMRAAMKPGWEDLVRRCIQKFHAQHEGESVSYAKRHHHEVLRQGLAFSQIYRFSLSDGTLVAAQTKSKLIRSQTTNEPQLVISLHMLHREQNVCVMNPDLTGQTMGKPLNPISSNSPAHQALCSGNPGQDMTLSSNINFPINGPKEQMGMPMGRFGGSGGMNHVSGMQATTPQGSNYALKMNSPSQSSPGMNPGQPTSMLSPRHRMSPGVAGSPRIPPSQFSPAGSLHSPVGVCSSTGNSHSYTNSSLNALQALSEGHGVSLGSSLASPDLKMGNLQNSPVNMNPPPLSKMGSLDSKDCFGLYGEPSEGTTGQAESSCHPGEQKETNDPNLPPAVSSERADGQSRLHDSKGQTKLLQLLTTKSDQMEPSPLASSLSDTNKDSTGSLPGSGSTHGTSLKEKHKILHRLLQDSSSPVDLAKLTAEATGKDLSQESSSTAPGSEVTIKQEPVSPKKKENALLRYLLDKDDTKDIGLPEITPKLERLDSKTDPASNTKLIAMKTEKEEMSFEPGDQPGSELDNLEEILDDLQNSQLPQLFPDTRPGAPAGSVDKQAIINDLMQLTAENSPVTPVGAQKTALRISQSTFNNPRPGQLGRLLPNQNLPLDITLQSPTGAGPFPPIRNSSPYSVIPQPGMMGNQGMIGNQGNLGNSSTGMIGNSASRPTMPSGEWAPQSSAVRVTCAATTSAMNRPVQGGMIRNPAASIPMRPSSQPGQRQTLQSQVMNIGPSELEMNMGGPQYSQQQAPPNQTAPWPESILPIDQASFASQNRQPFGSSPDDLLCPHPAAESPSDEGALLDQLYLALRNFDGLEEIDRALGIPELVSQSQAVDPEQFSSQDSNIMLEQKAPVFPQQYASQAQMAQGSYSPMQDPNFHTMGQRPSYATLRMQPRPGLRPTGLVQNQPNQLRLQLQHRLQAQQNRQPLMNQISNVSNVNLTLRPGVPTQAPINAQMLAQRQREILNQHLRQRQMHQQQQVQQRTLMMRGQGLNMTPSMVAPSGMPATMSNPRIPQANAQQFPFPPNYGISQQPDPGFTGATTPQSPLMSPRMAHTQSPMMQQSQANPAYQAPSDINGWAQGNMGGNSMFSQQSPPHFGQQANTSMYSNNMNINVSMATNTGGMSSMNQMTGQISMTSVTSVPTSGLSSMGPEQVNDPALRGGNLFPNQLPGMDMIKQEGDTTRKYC
SRC1 inh: inhibits human SRC1 coactivator. Q15788. HEK293 GAL4-SRC1 luciferase reporter, luminescence. inhibition, % at 3.6 µM. hit rate 0.12% among 360,000. AID 588354;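 active means inhibition above the campaign mean plus 3 SD, with each screening campaign given its own cutoff, cut at about 60% in these data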;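 further: 0% = DMSO treated cells and 100% = gossypol at 36 µM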
NCOA3 inh: human NCOA3 inhibition. Q9Y6Q9. HEK293 GAL4-SRC3 luciferase reporter, luminescence. inhibition, % at 3.6 µM. hit rate 0.17% among 360,000. AID 588352;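 active means inhibition above a per-campaign cutoff, the mean of all compounds plus 3 SD, cut at about 60% in these data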;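 further: 0% = DMSO-treated cells and 100% = gossypol-treated cells at 36 µM; higher means less SRC3-driven luciferase light from the GAL4 reporter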
Exocytosis inh: lytic granule exocytosis inhibition; hit rate 0.66% among 360,000; TALL-104 LAMP-1 surface exposure, flow cytometry; cells stimulated with thapsigargin and PMA; inhibition, % at 10 µM;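 active means inhibition above about 55%, limit read from the data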
TWEAK-Fn14 inh: TWEAK-Fn14 signaling inhibition; TWEAK-stimulated Fn14 reporter cells, luciferase luminescence, 8 h; inhibition, % at 10 µM; hit rate 2% among 360,000; in the data active means inhibition above about 50%
Numbers without * were called inactive; . = not tested or not shown. This is a subset; the hit share may differ from the screen's.

Screens in order – ABHD5 PLIN5 PPI | TROY NFkB inh | NOD2 RIPK2 PPI | NR2F2 inh | LRH-1 inv ag | TLR9-MyD88 inh | NCOA2 inhibitor | SRC1 inh | NCOA3 inh | Exocytosis inh | TWEAK-Fn14 inh
[1] COc1ccc(NC(=O)CC#N)cc1OC
  -2 | 9 | -128 | -4 | -6 | 9 | -24 | 3 | 7 | 0 | 7
[2] CC(C)(NO)/C(=N/O)c1cccs1
  0 | -3 | 0 | -4 | 5 | -4 | 1 | 0 | -2 | -1 | -2
[3] Cc1ccc(CNC(=O)[C@H]2O[C@@H](n3cnc4c(N)ncnc43)[C@H](O)[C@@H]2O)o1
  -3 | 11 | -4 | -44 | 9 | . | -23 | -26 | -8 | 2 | -22
[4] COc1ccc(-n2nc(C(=O)NCC(=O)NCCN(C)C)c3ccccc3c2=O)cc1
  -4 | 0 | 4 | -1 | 11 | 3 | 26 | 2 | -6 | 4 | 20
[5] CCOC(=O)N1CCN(CC(O)COc2ccc(CC)cc2)CC1 (stereo not given)
  5 | 7 | -14 | -6 | -5 | -1 | 9 | 1 | 6 | 12 | 15
[6] CC(=O)c1cccc(N(C(=O)CNC(=O)c2ccco2)C(C(=O)NCC2CCCO2)c2ccccc2)c1 (stereo not given)
  -3 | 5 | -7 | 6 | -1 | 3 | -24 | 4 | -27 | -1 | 6
[7] O=C(/C=C/c1c(Cl)cccc1Cl)NCCCn1ccnc1
  0 | -7 | 8 | -2 | -2 | . | -2 | 2 | 3 | -3 | -6
[8] OCC[C@H]1C[C@H](O)[C@@H](O)[C@]2(CCCCO2)O1
  11 | -24 | -7 | 0 | 14 | -3 | 3 | 5 | 8 | 0 | 1
[9] O=C(N/N=C/c1ccncc1)c1nc2ccccc2c(=O)[nH]1
  4 | -3 | -6 | -18 | -19 | 10 | -28 | -28 | -37 | -4 | -1
[10] COc1ccc(C(=O)CSc2nnc(CNc3nc(-c4ccccc4)cs3)n2C)cc1
  6 | -4 | -7 | 8 | 15 | -1 | -12 | 5 | 9 | 0 | -7
[11] COc1ccc2nc(N/C(N)=N/S(C)(=O)=O)nc(C)c2c1
  -3 | -33 | 7 | 9 | -44 | -4 | 4 | -22 | -21 | -4 | -7
[12] CC1(Oc2ccccc2)CCN(Cc2csc3ccccc23)C1 (stereo not given)
  -6 | -8 | -4 | 2 | 21 | . | -37 | 7 | -1 | -9 | -15
[13] CCCCCCNc1nc(Cl)nc(NC(C)(C)CO)n1
  9 | -12 | -3 | 13 | 14 | 1 | -53 | 21 | 24 | 6 | 2
[14] CC(=O)N1Cc2cc(C(=O)NCC(F)(F)F)nc(-c3cccc(-c4cccnc4)c3)c2[C@H]1CCO
  3 | -3 | -13 | -13 | 0 | . | -10 | . | . | -5 | -4
[15] O=C(O)C1CC=CCC1C(=O)NNS(=O)(=O)c1ccccc1 (stereo not given)
  6 | -14 | -11 | -2 | -5 | -8 | -19 | -6 | 10 | -1 | -10
[16] CC(=O)c1cccc(NC(=S)NC2CC2)c1
  0 | -18 | 8 | -5 | 2 | 2 | -1 | -12 | -10 | 7 | -11
[17] Cc1cccc(C(=O)N[C@H](C(=O)Nc2nc(C)cs2)C(C)C)c1
  -2 | 8 | -3 | 1 | -6 | -5 | 8 | -14 | 9 | -8 | 13
[18] COc1ccccc1CNC(=O)CNC(=O)c1sc2ccccc2c1Cl
  -2 | -1 | -2 | 7 | -21 | 2 | -12 | -1 | 9 | 3 | -11
[19] COc1cccc(C(=O)N/N=C(\C)c2ccc(NC(=O)Cc3ccccc3)cc2)c1OC
  -5 | -24 | -4 | -39 | -85 | 2 | -55 | -104 | -59 | -6 | -33
[20] OCCN1CCN(c2ncnc3c2c(-c2ccccc2)cn3-c2ccc(Br)cc2)CC1
  9 | 10 | -3 | -4 | 9 | 0 | 10 | -5 | 15 | 41 | -11
[21] O=S(=O)(Nc1cccc(C(F)(F)F)c1)c1cccnc1
  4 | -24 | 0 | 11 | -2 | -15 | -32 | 0 | 2 | 0 | 2
[22] CCC1C(=O)N=C(SCC(=O)NC2CCCCC2)NC1=O (stereo not given)
  -3 | 5 | -7 | 6 | 22 | -8 | -2 | 8 | -12 | -2 | 7
[23] COc1ccc(NC(=O)C(=O)NNC(=O)c2ccc(Cl)cc2Cl)cc1
  -6 | 16 | -1 | -3 | -2 | 2 | 13 | 11 | -7 | -5 | -21
[24] N#CCC(=O)Nc1ccc(C(=O)NCCC(c2ccccc2)c2ccccc2)cc1
  5 | -1 | 1 | 9 | -21 | 11 | 8 | 13 | 12 | -2 | 0
[25] O=C(NC(=S)Nc1ccc(CN2CCOCC2)cc1)c1cc2ccccc2o1
  -3 | -41 | -5 | 6 | -10 | -15 | -2 | -16 | -3 | 13 | -3
[26] O=C(Nc1cnc2ccccc2c1)C1COc2ccccc2O1 (stereo not given)
  3 | -52 | -1 | -25 | -117 | 2 | -64 | -70 | -73 | -2 | -1
[27] COCCN1C(=O)c2ccc(C(=O)Nc3nccs3)cc2C1=O
  0 | -11 | 6 | 18 | -3 | 0 | 0 | 5 | 16 | -1 | 1
[28] COC(=O)c1c(NC(=O)CN2C(=O)C(=O)N(CC(C)C)C2=O)sc(C)c1C
  1 | 0 | 2 | 22 | 30 | -7 | -7 | -4 | 11 | -2 | 11
[29] CC(=O)N1c2ccc(S(=O)(=O)N3CCC(C(=O)Nc4ncccc4C)CC3)cc2CC1C (stereo not given)
  -3 | 3 | -7 | -17 | -7 | -5 | -35 | -5 | -36 | -9 | -1
[30] O=C(CCn1c(=O)sc2ccccc21)NCc1ccc2c(c1)OCO2
  -5 | 7 | -7 | -1 | -2 | 5 | -2 | -5 | 1 | 3 | 2
[31] Cc1ccc(-n2c(SCC(=O)NCCN3C(=O)CSC3=O)nnc2-c2ccccc2F)cc1
  -4 | -3 | 1 | 14 | 10 | -1 | -5 | 6 | 7 | 1 | 6
[32] CCNC(=S)NNC(=O)c1csc(C(C)C)c1
  -4 | -43 | 5 | -30 | -39 | -12 | -60 | -50 | -38 | -2 | -27
[33] CCOCCCNC(=O)C(NC(=O)c1ccc(NC(C)=O)cc1)c1ccccc1 (stereo not given)
  -3 | 4 | -5 | 5 | 9 | -12 | -5 | -6 | 5 | 3 | -15
[34] CC(C)N1CCN(Cc2cc(F)ccc2-n2cccn2)CC1CCO (stereo not given)
  -1 | 6 | 8 | -3 | 7 | -1 | 0 | -11 | -1 | -1 | 2
[35] O=C(O)C1CC2C3CC(C(=O)O)C(C3)C2C1 (stereo not given)
  -3 | 4 | -13 | -17 | 13 | -6 | -20 | -12 | -9 | -5 | -4
[36] CC(C)C(OC(=O)c1cccs1)C(=O)NC1CCCCC1 (stereo not given)
  -12 | 6 | -4 | 18 | -2 | 9 | 17 | -3 | 4 | 1 | -15
[37] COc1cc(Cl)c(NS(=O)(=O)c2c(C(=O)N3CCCC3)c(C)n(C)c2C)c(OC)c1
  3 | -31 | 1 | 10 | -3 | 2 | -28 | 1 | 21 | -1 | -6
[38] CCOC(=O)CSc1nc2ccc(Nc3nc(N4CCOCC4)nc(N4CCOCC4)n3)cc2s1
  2 | -8 | 6 | 2 | 5 | 7 | -3 | -12 | 3 | -2 | -19
[39] O=C(c1cc(-c2ccccc2)on1)N1CCCc2ccccc21
  -5 | -38 | -3 | -14 | -49 | -6 | -2 | -3 | -1 | -9 | 2
[40] CC(C)c1ccc2[nH]c(O)c(N=NC(=O)c3ccc(CSc4nncn4C)cc3)c2c1
  5 | -6 | -8 | -4 | 5 | 4 | 12 | 12 | 10 | -2 | -28
[41] COc1ccc([C@H]2[C@@H]3C=CCC[C@@]3(C)C(=O)N2Cc2ccccc2)cc1Cl
  -5 | 15 | -2 | -6 | 2 | -1 | 6 | -1 | -4 | 2 | 3
[42] CC(NC(=O)COC(=O)COc1ccc(Cl)cc1)c1ccccc1 (stereo not given)
  6 | -16 | -2 | 5 | 3 | 3 | 21 | 7 | 9 | -4 | -2
[43] Cc1c(Cl)cnc(NC(=O)COC(=O)CCC(=O)c2cccs2)c1Cl
  -2 | 20 | -4 | -15 | -13 | -2 | -15 | 2 | 14 | 0 | -8
[44] O=C(Nc1cn(-c2ccccc2)nc1-c1ccccc1)c1ccccc1
  4 | -34 | 2 | 5 | -5 | 15 | -4 | -3 | -1 | 2 | -11
[45] CSCc1cc(C(=O)NC2CC2)c(N)s1
  -13 | . | -7 | -18 | 0 | . | 14 | . | . | 2 | .
[46] Cc1ccc(-n2cc(C(=O)O)c(=O)cc2C)c(C)c1
  2 | 7 | -3 | -3 | 7 | 3 | -8 | -12 | 12 | 0 | -13
[47] CC1CC(C)CN(S(=O)(=O)c2cccc(C(=O)N3C(=O)c4cccc(N)c4C3=O)c2)C1 (stereo not given)
  -5 | 8 | 30* | -11 | -16 | -15 | 4 | -27 | 14 | -4 | 14
[48] COc1ccc(CNC(=O)c2ccc(-c3ccccc3)cc2)cc1OC
  8 | -1 | 1 | -1 | -5 | 3 | 9 | 2 | 9 | 2 | -10
[49] O=C(CCCN1C(=O)/C(=C/c2ccccc2Cl)SC1=S)NNC(=O)c1cccnc1
  9 | 77* | 10 | 54* | 20 | -3 | 79* | 18 | 18 | 12 | 87*
[50] CCC(Oc1ccccc1)C(=O)N1CCC(C(N)=O)CC1 (stereo not given)
  -5 | 21 | 8 | -2 | -7 | 4 | -27 | -16 | -20 | 2 | 2
[51] Cc1ccc(S(=O)(=O)N2CCCC(C(=O)NC3CCCC3)C2)cc1Cl (stereo not given)
  6 | 9 | -10 | 4 | 17 | 1 | 3 | -17 | -45 | -2 | 55
[52] CCOC(=O)C1CC=C(Cl)CC1C(=O)Nc1nccs1 (stereo not given)
  -3 | 10 | 1 | 11 | 11 | -6 | -6 | -5 | -15 | -2 | -12
[53] COc1ccccc1-c1cc(C(=O)N2CCN(c3ccc(F)cc3)CC2)no1
  -3 | 20 | 2 | -12 | 13 | 2 | -3 | 1 | 7 | 0 | 4
[54] Nc1ccc(-c2c3ccc(=O)cc-3oc3cc(O)ccc23)c(C(=O)O)c1
  17 | -5 | -2 | . | 11 | 1 | . | -5 | -5 | -7 | 4
[55] CCCCCC(=O)N1C[C@@H](O)[C@H](n2cc(COC(=O)c3ccccc3)nn2)C[C@@H]1c1ccc(OC)cc1
  -17 | -9 | -9 | -12 | -21 | -1 | -44 | -28 | 5 | -2 | -7
[56] CCCc1cc(=O)[nH]c(SCC(=O)NN(c2ccccc2)c2ccccc2)n1
  -1 | -2 | -10 | 14 | -10 | -2 | 22 | -10 | 10 | -1 | 0
[57] O=C(CC1Nc2ccccc2NC1=O)NCC1COc2ccccc2O1 (stereo not given)
  9 | -25 | -1 | . | 11 | 8 | . | -2 | -4 | 0 | 10
[58] COc1ccccc1NC(=O)N1CCN(c2cc(-c3ccccc3)nc3ncnn23)CC1
  7 | 26 | 2 | . | -1 | 1 | . | -13 | 9 | 0 | -4
